High-throughput results deposited in PubChem by several laboratories.
MC4R barr agon: activates human MC4R beta-arrestin recruitment; activation, % at 8.9 µM; P32245; hit rate 0.98% among 360,000; AID 540308; U2OS MC4R beta-arrestin complementation, luminescence; percent of melanotan II response, DMSO zero;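 active = activation above a per-plate cutoff, the mean activation of sample wells on that plate plus 3 SD, cut at about 8% in these data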
Target sequence (P32245 whole entry, looked up): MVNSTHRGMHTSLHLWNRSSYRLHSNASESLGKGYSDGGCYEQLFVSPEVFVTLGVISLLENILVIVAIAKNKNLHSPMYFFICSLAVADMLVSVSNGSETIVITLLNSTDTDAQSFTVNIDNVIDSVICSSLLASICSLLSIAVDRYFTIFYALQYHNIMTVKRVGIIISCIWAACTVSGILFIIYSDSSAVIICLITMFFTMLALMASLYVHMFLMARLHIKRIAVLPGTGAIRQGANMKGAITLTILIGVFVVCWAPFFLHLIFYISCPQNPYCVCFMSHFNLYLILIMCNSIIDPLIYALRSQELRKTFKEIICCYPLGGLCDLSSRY
ABHD5 PLIN5 PPI: inhibitors of human ABHD5-perilipin-5 interaction. Q00G26+Q8WTS1. Split G. princeps luciferase complementation, luminescence, 4 h. inhibition, % at 4 µM. hit rate 0.78% among 360,000;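 active = inhibition above the mean inhibition across every tested compound plus 3 SD, cut at about 22% in these data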;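 also: 0% = DMSO only wells and the 100% control is not disclosed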
Granule exo inh: lytic granule exocytosis inhibition; TALL-104 LAMP-1 surface exposure, flow cytometry; cells stimulated with thapsigargin and PMA; inhibition, % at 10 µM; hit rate 0.66% among 360,000; AID 651702;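 active = inhibition above about 55%, limit read from the data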
N-glyco inh: blocks N-linked glycosylation in D54 reporter cells; reporter increase, % at 12.5 µM; hit rate 0.23% among 360,000; D54 ERlucT glycosylation luciferase reporter, 24 h; percent of 100 nM tunicamycin response;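 active = mean luciferase reporter signal, scaled so untreated is 0 and the glycosylation-blocking control 100, at or above a set limit in every replicate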;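 also: luciferase carries N-glycosylation sites so blocking glycosylation raises the light; 0% = median of neutral control wells and 100% = median of 100 nM tunicamycin wells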
CaV13 ICDI inh: Primary screen for inhibitors of IQ motif and Ca2+-dependent inactivation inhibitor domain binding in CACNA1D, Förster resonance energy transfer in living cells, …; hit rate 0.098% among 340,000; AID 743397; inhibition, % at 12.3 µM; HEK cells, CFP/YFP FRET ICDI-IQ, plate reader, 10 min; percent FRET-ratio fall versus neutral wells;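 active = mean replicate inhibition of at least 30% and at least 1% of replicates passing that level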;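 also: 0% = median of the neutral control wells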
MC4R antag cAMP: human MC4R antagonism in cAMP assay; P32245; MC4R-expressing cells, MTII-stimulated cAMP, LANCE TR-FRET; inhibition, % at 6.5 µM; hit rate 0.48% among 360,000;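 active = inhibition above its plate's cutoff, the mean of tested wells on that plate plus 3 SD, cut at about 29% in these data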;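 also: 0% = Melanotan II alone and 100% = Melanotan II plus saturating MCL0020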
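Assay system: U2OS cells stably expressing human melanocortin 4 receptor (MC4R) / Dosing: 6.5 µM / Timing: compound 30 min, challenge 1 h, detection 1 h / Measured by: Eu-cAMP/anti-cAMP TR-FRET, emission 671 nm / Replicates: singlicate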
PDI inh: PDI (human) enzyme inhibition; P07237; PDI insulin aggregation turbidity, A650, 90 min; inhibition, % at 10 µM; hit rate 0.052% among 350,000; AID 588391;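 active = mean inhibition across replicates of 30% or more, whatever share of single replicates reach that level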;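 also: absorbance from insulin aggregation driven by PDI reduction with DTT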
Target sequence (P07237 whole entry, looked up): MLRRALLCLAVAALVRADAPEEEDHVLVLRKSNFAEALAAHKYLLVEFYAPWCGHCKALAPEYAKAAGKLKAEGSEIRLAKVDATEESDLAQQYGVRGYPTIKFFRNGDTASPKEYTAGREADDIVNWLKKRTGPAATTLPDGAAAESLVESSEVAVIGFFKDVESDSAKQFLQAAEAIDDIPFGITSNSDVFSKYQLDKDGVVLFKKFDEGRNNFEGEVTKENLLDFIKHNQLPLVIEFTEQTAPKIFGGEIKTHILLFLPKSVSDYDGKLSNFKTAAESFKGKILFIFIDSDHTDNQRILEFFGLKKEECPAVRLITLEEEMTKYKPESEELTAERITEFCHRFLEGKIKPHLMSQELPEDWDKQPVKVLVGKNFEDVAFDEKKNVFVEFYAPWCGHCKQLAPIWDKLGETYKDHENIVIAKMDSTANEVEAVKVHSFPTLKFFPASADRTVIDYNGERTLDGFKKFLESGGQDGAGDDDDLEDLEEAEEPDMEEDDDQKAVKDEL
H9c2 protect: protects H9c2 cardiomyocytes from peroxide injury | H2O2 injury protection, ATPLite, 2 h | protection from H2O2 cell death, % at 20 µM | hit rate 0.63% among 360,000 | AID 588492;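 active = compounds giving at least 50% protection of heart cells from peroxide-induced death in the single-dose screen, raw or plate-pattern-corrected value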;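 also: 0% = DMSO wells with peroxide and 100% = DMSO wells without peroxide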
ABCB6 inh MLPCN: inhibitors of human ABC transporter ABCB6; Q9NP58; K562-ABCB6 porphyrin accumulation, flow cytometry, 1 h; active compounds read low; fluorescence ratio to DMSO, % at 10 µM; hit rate 0.19% among 360,000;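 active = fluorescence ratio to DMSO below 75%, the collection mean minus 3 SD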;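 also: signal is porphyrin accumulated inside mitochondria; 100% equals median channel fluorescence of DMSO control wells; lower ratio means ABCB6 inhibition with less porphyrin fluorescence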
HTR2A ag: activates the mouse 5-HT2A serotonin receptor | P35363 | CHO-K1 mHTR2A beta-arrestin complementation, luminescence; percent of 30 µM serotonin response | activation, % at 7.6 µM | hit rate 0.66% among 360,000;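 active = activation above a run cutoff, the mean activation of all tested compounds plus 3 SD, cut at about 14% in these data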;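 also: 0% = plate median of compound wells and 100% = 30 µM serotonin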
Numbers without * were called inactive; / = no result given.

SMILES	MC4R barr agon	ABHD5 PLIN5 PPI	Granule exo inh	N-glyco inh	CaV13 ICDI inh	MC4R antag cAMP	PDI inh	H9c2 protect	ABCB6 inh MLPCN	HTR2A ag
Cc1ccc(S(=O)(=O)N2CCC(=O)N(C(COC(=O)Nc3ccccc3)Cc3ccccc3)CC2)cc1 (centres undefined)	1.0	-5	1	-3	-4	18	1	-6	97	-3
CCCn1c(N)c(C(=O)COC(=O)CCNS(=O)(=O)c2ccccc2F)c(=O)[nH]c1=O	0.4	3	-11	1	-15	12	-6	6	102	-5
CC1(C)CC(=O)C2=C(C1)Nc1ccccc1NC2c1nc2ccccc2[nH]1 (centres undefined)	-1.1	-10	-2	1	-5	-1	3	10	104	0
Cc1ccc(NC(=O)CCCC(=O)O)c(Br)c1	-1.7	2	-3	2	0	1	-4	-5	101	-3
CC(=O)NC(Cc1ccc(F)cc1)C(=O)NC1CCN(c2nnnn2-c2ccccc2)CC1 (centres undefined)	-0.9	3	-1	1	-5	15	-5	3	94	6
COc1cc(-c2ccc3oc(-c4cccc(C)c4)c(C#CC4(O)CCCCC4)c3c2)cc(OC)c1OC	0.6	1	-8	-1	-4	15	10	12	101	2
COc1cc(OC)c(NC(=O)CCNS(=O)(=O)c2ccc3c(c2)oc(=O)n3C)cc1Cl	0.4	1	0	-2	4	-1	-10	13	95	0
CCN1CCN(c2cc(C)c3cc(NC(=S)N4CCN(c5ccc(F)cc5)CC4)ccc3n2)CC1	-1.3	6	25	-7	-3	8	6	-24	96	0
COc1ccccc1NS(=O)(=O)c1cc(N)ccc1N1CCCCC1	0.3	-8	-5	-3	0	22	2	-3	98	-6
COc1ccc(CCNCCC(=O)Nc2c(C)cc(C)cc2C)cc1OC	0.3	5	2	3	-6	2	-2	2	97	3
CCCNC(=O)OCC12CC3CC(CC(C3)C1)C2	1.6	1	1	-2	-19	0	-4	0	101	-3
CCCC(=O)NCc1nc2ccccc2n1CC(=O)c1ccccc1	-1.6	-2	8	1	-3	4	6	-8	82	-3
COC(=O)c1cccc(NC(=O)c2cccnc2C(=O)O)c1C	-0.4	-4	-2	1	-3	0	1	-4	88	5
Cc1cccc(N/C=C(\[N+](=O)[O-])S(=O)(=O)c2ccccc2)c1C	1.4	-2	1	0	-5	12	-5	8	96	1
O=C(NC(c1ccccc1)c1ccccc1)N1CCN(CCO)CC1	1.1	0	-1	0	-6	-2	-1	1	96	-5
CCOC(=O)c1ccc(NC(=O)Nc2ncccc2C)cc1	-2.3	2	-2	-3	-5	6	-7	-19	99	1
COc1ccc(S(=O)(=O)Nc2ccc(N(C)C(C)=O)cc2)cc1	-0.8	2	4	4	-4	2	-17	-2	84	7
C[C@H]1CN([C@@H](C)CO)C(=O)CCCn2cc(nn2)CO[C@@H]1CN(C)C(=O)Nc1ccc(C(F)(F)F)cc1	-0.7	3	-3	4	-3	9	-2	-10	101	-4
Fc1ccc(CNCCC(Cc2ccccc2)c2ccco2)cc1 (centres undefined)	0.5	2	78*	-2	-4	4	2	-9	99	-9
CC1(C(=O)Nc2ccc(S(=O)(=O)Nc3ncccn3)cc2)CCCC1	-0.1	3	-1	0	-5	5	5	1	103	3
C#CCOCCOCCOCCNc1nc(N2CCN(C(=O)[C@H]([C@@H](C)CC)n3cc(CCCCN)nn3)CC2)nc(N2CCN(C(=O)[C@H]([C@@H](C)CC)n3cc(CCCN=C(N)N)nn3)CC2)n1	-0.5	0	7	1	-6	4	-3	0	100	-2
COc1ccc(-c2cnc(C(O)c3ccc(OC)c(F)c3)[nH]2)cc1 (centres undefined)	-0.7	0	3	-1	-9	-1	-6	-2	93	-1
CC(=O)Nc1cncc(-c2ccccc2CO)n1	-1.6	1	10	1	-2	10	-7	4	102	3
CC1(C(=O)Nc2ccc3ccccc3c2)CCC(=O)N1C1CCN(Cc2ccccc2)CC1 (centres undefined)	/	6	0	0	-9	/	/	7	94	3

Three of the entries above in order of their number in MC4R antag cAMP, ascending:
| molecule | MC4R antag cAMP |
| --- | --- |
| COc1ccc(S(=O)(=O)Nc2ccc(N(C)C(C)=O)cc2)cc1 | 2 |
| CCOC(=O)c1ccc(NC(=O)Nc2ncccc2C)cc1 | 6 |
| CC(=O)Nc1cncc(-c2ccccc2CO)n1 | 10 |

Further results
SMILES	MC4R barr agon	ABHD5 PLIN5 PPI	Granule exo inh	N-glyco inh	CaV13 ICDI inh	MC4R antag cAMP	PDI inh	H9c2 protect	ABCB6 inh MLPCN	HTR2A ag
COc1ccc(CN2CCN(CCCc3ccccc3)C(CCO)C2)c(O)c1 (centres undefined)	0.6	9	43	-1	-20	12	5	-4	100	-7
Cc1cc(C)cc(C(O)c2ncc(-c3ccc(Cl)cc3)[nH]2)c1 (centres undefined)	3.5	1	1	-2	-6	-1	-7	-4	93	1
O=C(Nc1nccs1)c1cc(-c2ccncc2)nc2ccccc12	0.0	2	-3	3	-5	6	5	25	104	-3
CCOC(=O)CNC(=O)C12CC3CC(CC(C3)C1)C2	-0.1	2	-1	0	-3	-8	-3	5	95	0
COc1ccc(C2=NN(C(=O)CSc3nnc(C)n3C)C(c3ccco3)C2)cc1 (centres undefined)	-0.1	0	0	3	-2	2	-1	-5	100	1
O=C(O)COCC(=O)N1CCCN(c2nccc(C(F)(F)F)n2)CC1	-0.4	1	26	3	/	2	4	3	50*	6
COC(=O)[C@H](Cc1ccccc1)NC(=O)NCCc1ccc(F)cc1	-1.2	5	34	0	-5	29*	1	-3	89	-1
NC(=O)c1nn(-c2ccc(Cl)cc2Cl)c(=O)cc1O	-0.2	-1	1	2	0	0	1	8	111	-1
Cc1cc(=O)nc2c3ccccc3n(CC(=O)NCCC3=CCCCC3)n12	-3.2	7	-4	-1	-15	17	-2	-2	103	-9
CC(C)CC(=O)N1CCC(N2CCN(c3ccccc3)CC2)CC1	0.3	-1	1	2	-4	21	9	2	90	2
O=C(O)c1ccc(CNC(=O)c2ccc(S(=O)(=O)N3CCCC3)cc2)cc1	-1.6	-3	5	1	-5	-2	-1	5	99	4
CN(CC(=O)O)S(=O)(=O)c1cc(Cl)ccc1Cl	1.1	-3	1	2	-9	-7	1	0	96	3
COC(=O)c1ccc(Cn2nc(C)c(Br)c2C)cc1	0.4	-1	-1	1	1	-1	-1	1	86	4
COc1ccccc1NC(=O)Nc1cccc(C(=O)O)c1	-0.1	-1	-4	0	-5	20	3	-1	98	0
COc1ccc(-n2nc3c(c2NC(=O)C2CCCC2)CS(=O)C3)cc1 (centres undefined)	-1.3	-1	5	3	-6	-1	5	23	86	5
Cc1ccc(-c2onc3ccc(Cl)cc23)cc1	-2.0	-5	1	-2	-5	1	-1	-6	100	-4
CCOc1cccc(NC(=O)C(Cc2cccs2)c2nn[nH]n2)c1 (centres undefined)	-1.9	-2	0	1	-6	-5	17	0	98	1
COc1ccc(-c2cc(C(=O)N(C)Cc3ccccc3)no2)cc1OC	1.2	5	4	-2	-7	-8	-5	3	97	1
O=C(CCc1nnc2ccc(N3CCCC3)nn12)Nc1ccc(F)cc1F	-2.3	9	15	2	-3	5	-8	-2	106	1
CC(C)(C)C(=O)NC(=S)Nc1ccccc1C(N)=O	-0.4	5	-5	3	-6	5	-3	0	95	-3
CCNC(=O)C1CCCN(C(=O)c2ccc(C(F)(F)F)cc2)CC1 (centres undefined)	1.8	-5	1	0	-10	5	4	-1	102	1
O=C1/C(=C/c2cccnc2)SC(=S)N1c1ccccc1	-1.2	-2	-5	1	-4	1	-4	-1	101	1
O=C(Nc1cccc(F)c1)Nc1cccc(Cl)c1	3.3	-2	1	-7	-5	-1	6	-20	100	1
COc1ccccc1N1CCN(C(=O)C(=O)N/N=C/c2cccc(O)c2)CC1	-2.6	4	2	2	-5	8	36*	2	107	4
COc1ccccc1NC(=O)c1ccc(COc2ccc3c(c2)CCC3)cc1	-1.0	5	-6	-1	-18	5	-15	-2	101	0
COC(=O)C1(Cc2ccc3c(c2)CCC3)Cc2ccc3c(c2C1=O)CCC3 (centres undefined)	0.6	8	-8	-3	-6	9	5	-14	99	-3
Cc1cccc(NC(=O)CN2CCN(C(=O)c3oc4c(Cl)cccc4c3C)CC2)c1C	-1.5	7	-4	0	-3	-10	9	0	101	-15
COc1ccc(NC(=O)c2c(C(F)(F)F)nn(C)c2SCc2ccccc2)cc1	-0.7	2	-4	-1	-6	1	9	-3	96	4
CC(C)(C)OC(=O)[C@H](Cc1ccccc1)NC(=O)c1nc[nH]c1C(=O)N1CCN(C(=O)OC(C)(C)C)CC1	2.4	2	-5	-10	-6	5	-3	-5	86	8
CC1CCC(C(O)(C(=O)O)C2CCCCC2)CC1C (centres undefined)	-0.7	-1	-1	1	-6	5	-3	2	93	0
O=C(c1cnc2sccn2c1=O)N1CCN(c2ccccc2Cl)CC1	4.2	5	-6	0	-4	-1	13	4	98	1
C=CCSc1nnc(NC(=O)c2ccc(NC(C)=O)cc2)s1	-0.9	2	1	3	-1	8	7	4	101	-4
COc1nc(NC2OC(CO)C(O)C(O)C2O)c(N)c(=O)[nH]1 (centres undefined)	3.0	7	-8	2	-5	5	1	2	93	-4
Oc1c(N=Nc2ccccn2)ccc2ccccc12	-5.5	17	102*	-18	/	10	-5	-8	102	-12
O=C(NC1CCN(Cc2ccccc2)CC1)C1COc2ccccc2O1 (centres undefined)	1.2	-3	0	-1	-4	4	-2	4	82	-7
CCOc1ccc(S(=O)(=O)N(CC)CC)cc1NC(=O)CSCc1c(C)noc1C	-1.9	4	7	-3	-3	6	8	-2	102	4
CCOc1ccc(NC(=O)c2cnc3scc(C)n3c2=O)cc1	0.1	0	3	1	-9	-1	20	-8	96	2
CC1CC1C(=O)OCC(=O)N(C)c1c(N)n(Cc2ccccc2)c(=O)[nH]c1=O (centres undefined)	-2.4	4	11	2	-6	8	1	12	99	-2
C(=N\c1nc2ccccc2[nH]1)/c1cccs1	-0.7	-1	2	3	-7	-2	-9	6	102	-2
COc1ccc(CCN2C(=O)c3ccccc3C2c2nnnn2Cc2ccccc2)cc1OC (centres undefined)	/	-4	-4	/	-8	/	/	/	101	1
CCCOc1ccccc1NC(=O)Nc1ccccc1Cl	-1.1	1	-3	-4	-6	6	-30	-15	94	-1
CCn1ncc(C2=NOC(C(=O)NCC(C)C)C2)c1C (centres undefined)	-2.1	2	-1	-2	-4	0	22	0	98	-1
O=C(CSc1nc2c(sc3ccccc32)c(=O)n1CCO)NCc1ccco1	-1.7	10	-2	2	-4	-15	-2	7	92	1
N#CCCn1cc(CNCc2ccccc2)c(-c2cccc([N+](=O)[O-])c2)n1	-1.1	2	1	-2	8	3	4	-1	90	-2
O=c1c2c3c(sc2nc(NCCO)n1Cc1ccco1)CCCCC3	-3.2	-4	-1	5	-5	6	-1	-7	102	3
